Screening results as filed in PubChem.
NCOA2 inhibitor = inhibition of GAL4-SRC2 driven luciferase reporter, primary screen, SRC2 inhibitor project, cell-based, luminescence; HEK293 GAL4-SRC2 luciferase reporter; inhibition, % at 9 µM; 370,000 tested, 0.17% active; AID 651957, 2012;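 active = inhibition above the mean inhibition of all tested compounds plus 3 SD, set per campaign, cut at about 52% in these data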;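 note: 0% = DMSO treated cells and 100% = cells given Gossypol at 36 µM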
TROY signal inh = inhibitors of TROY-driven NF-kB signaling, primary screen, Q293 LMP1-TROYcd cells, NF-kB luciferase, uHTS; Q293 LMP1-TROYcd NF-kB luciferase reporter, 4 h; inhibition, % at 10 µM; 360,000 tested, 0.98% active; AID 1347056, 2019;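 active = compounds whose plate-normalised and pattern-corrected inhibition of the luciferase reporter signal at the single screening dose is 50% or more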
SRC1 inh = SRC1 coactivator transcriptional activity inhibitors, primary screen, cell-based, luminescence. Nuclear receptor coactivator 1 (Homo sapiens), Q15788. HEK293 GAL4-SRC1 luciferase reporter. inhibition, % at 3.6 µM. 360,000 tested, 0.12% active. AID 588354, 2011;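 active = inhibition above the campaign mean plus 3 SD, with each screening campaign given its own cutoff, cut at about 60% in these data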;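 note: 0% = DMSO treated cells and 100% = gossypol at 36 µM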
TRAIL sens C8 = viability loss with TRAIL in NB7+C8 cells, primary screen, TRAIL sensitizer project, cell-based, ATPlite luminescence | inhibition (viability loss, TRAIL sensitization), % at 10 µM | AID 624354, 2012 | 360,000 tested, 1% active;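 active = compounds causing at least 50% loss of cell viability in the single-dose screen, relative to plate controls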
TLR9-MyD88 block = inhibitors of TLR9-MyD88 association in cells, primary screen, cell-based, CHO, BLA complementation, fluorescence; Toll-like receptor 9 (Homo sapiens) + Myeloid differentiation primary response protein …; inhibition, % at 4.98 µM; CCF4 FRET ratio; AID 504734, 2011; 340,000 tested, 0.21% active;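 active = inhibition above the mean over all tested compounds plus 3 SD, cut at about 21% in these data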;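 note: 0% = DMSO only wells and 100% = clavulanate BLA inhibitor control wells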
NOD2-RIPK2 inh = NOD2-RIPK2 binding disruptors in cells, primary screen, fluorescence, CHO cells, BLA complementation | 360,000 tested, 0.38% active | Receptor-interacting serine/threonine-protein kinase 2 (Homo sapiens), O43353 | inhibition, % at 4.98 µM | CCF4 ratio; in the data active = inhibition above about 21%;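 note: 0% = vehicle only and 100% = reference blocker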
LMP1 NFkB inh = EBV LMP1-driven NF-kappaB luciferase reporter inhibitors, primary screen, cell-based, luminescence, single point | LMP1-induced NF-kappaB luciferase reporter cells | inhibition, % at 12.5 µM | 350,000 tested, 0.69% active | AID 504558, 2011; in the data active = inhibition above about 41%;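 note: 0% = neutral control wells and 100% = reference inhibitor control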
SRC3 inh = SRC3 coactivator transcriptional activity inhibitors, primary screen, cell-based, luminescence. 360,000 tested, 0.17% active. inhibition, % at 3.6 µM. AID 588352, 2011. HEK293 GAL4-SRC3 luciferase reporter;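 active = inhibition above a per-campaign cutoff, the mean of all compounds plus 3 SD, cut at about 60% in these data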;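 note: 0% = DMSO-treated cells and 100% = gossypol-treated cells at 36 µM; higher means less SRC3-driven luciferase light from the GAL4 reporter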
LRH-1 inv ag = LRH-1 (NR5A2) inverse agonists, primary screen, cell-based, luminescence, HEK293T, StAR-luciferase reporter; Nuclear receptor subfamily 5 group A member 2 (Homo sapiens), O00482; LRH-1 transfected, 24 h; inhibition, % at 3.6 µM; 360,000 tested, 0.13% active;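 active = inhibition above the mean inhibition of all tested compounds plus 3 SD, cut at about 73% in these data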;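 note: 0% = DMSO wells and 100% = reporter-only cells lacking LRH-1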
Target sequence (O00482 whole entry, looked up): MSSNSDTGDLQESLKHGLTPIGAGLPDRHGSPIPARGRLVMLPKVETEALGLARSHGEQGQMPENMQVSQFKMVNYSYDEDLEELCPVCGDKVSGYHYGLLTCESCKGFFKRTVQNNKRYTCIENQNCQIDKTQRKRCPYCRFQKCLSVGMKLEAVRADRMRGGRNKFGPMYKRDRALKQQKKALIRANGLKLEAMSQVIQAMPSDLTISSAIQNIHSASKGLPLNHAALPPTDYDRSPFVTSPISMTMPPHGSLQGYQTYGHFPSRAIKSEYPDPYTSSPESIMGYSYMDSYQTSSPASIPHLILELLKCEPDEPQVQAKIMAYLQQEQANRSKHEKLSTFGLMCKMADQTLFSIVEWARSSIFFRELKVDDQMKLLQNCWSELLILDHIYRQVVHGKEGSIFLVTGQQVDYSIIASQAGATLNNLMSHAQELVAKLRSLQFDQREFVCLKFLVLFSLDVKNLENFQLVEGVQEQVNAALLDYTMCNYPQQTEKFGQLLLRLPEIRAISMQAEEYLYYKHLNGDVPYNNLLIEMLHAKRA
NR2F2 inh = NR2F2 transcriptional activity inhibitors, primary screen, cell-based, luciferase reporter, HEK293T, luminescence; AID 686940, 2013; HEK293T NGFI-A luciferase reporter; inhibition, % at 8.6 µM; 370,000 tested, 0.7% active;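 active = inhibition above a per-plate cutoff, mean inhibition of test wells between control levels plus 3 SD, cut at about 38% in these data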;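 note: cells cotransfected with COUP-TFII expression vector driving the NGFI-A reporter; 0% = median of COUP-TF2 test wells and 100% = reporter-only cells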
Target sequence (P24468 whole entry, looked up): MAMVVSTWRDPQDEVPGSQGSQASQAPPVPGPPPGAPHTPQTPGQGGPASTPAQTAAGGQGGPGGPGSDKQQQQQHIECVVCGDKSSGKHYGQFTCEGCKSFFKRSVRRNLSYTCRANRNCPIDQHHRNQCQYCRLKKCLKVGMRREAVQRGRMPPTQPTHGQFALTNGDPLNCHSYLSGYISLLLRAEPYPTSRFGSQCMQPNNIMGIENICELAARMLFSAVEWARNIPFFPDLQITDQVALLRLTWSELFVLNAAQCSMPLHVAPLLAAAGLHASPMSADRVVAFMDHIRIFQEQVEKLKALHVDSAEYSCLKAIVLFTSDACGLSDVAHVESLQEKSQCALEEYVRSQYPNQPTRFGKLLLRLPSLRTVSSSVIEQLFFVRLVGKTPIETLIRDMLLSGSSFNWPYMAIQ
TWEAK-Fn14 inh = inhibitors of TWEAK-Fn14 signaling, primary screen, luciferase reporter cells, uHTS | inhibition, % at 10 µM | TWEAK-stimulated Fn14 reporter cells, luciferase luminescence, 8 h | 360,000 tested, 2% active; in the data active = inhibition above about 50%
An asterisk follows results filed as active. A portion of the library. The share of hits here may be higher or lower than overall.

COc1cccc(NC(=O)c2ccccc2-c2nc(-c3ccc(Cl)cc3)no2)c1 was read as NCOA2 inhibitor -30.6, TROY signal inh 11.7, SRC1 inh -26.3, TRAIL sens C8 16.6, TLR9-MyD88 block -3.3, NOD2-RIPK2 inh -10.8, LMP1 NFkB inh -15.7, SRC3 inh -5.2, LRH-1 inv ag 1.1, NR2F2 inh -12.6 and TWEAK-Fn14 inh 18.9.
COc1ccc(-n2nc(C(=O)NCC(=O)NCCC3=CCCCC3)c3ccccc3c2=O)c(OC)c1 was read as NCOA2 inhibitor -1.0, TROY signal inh -3.3, SRC1 inh -28.0, TRAIL sens C8 1.1, TLR9-MyD88 block 1.0, NOD2-RIPK2 inh 3.2, LMP1 NFkB inh 5.5, SRC3 inh 7.4, LRH-1 inv ag 8.1, NR2F2 inh 0.5 and TWEAK-Fn14 inh -31.1.
For COc1ccc(N2CCN(C(=O)c3ccc(N(C)S(=O)(=O)c4ccc(C)cc4)cc3)CC2)cc1 the results were NCOA2 inhibitor 13.8, TROY signal inh 20.6, SRC1 inh 8.5, TRAIL sens C8 12.8, TLR9-MyD88 block 4.4, NOD2-RIPK2 inh 2.6, LMP1 NFkB inh 10.7, SRC3 inh 10.9, LRH-1 inv ag 3.4, NR2F2 inh 20.5 and TWEAK-Fn14 inh 26.6.
`CCc1nnc(NS(=O)(=O)c2ccc(NC(=O)c3ccccc3OC)cc2)s1` gave NCOA2 inhibitor -6.0, TROY signal inh 12.3, SRC1 inh -4.7, TRAIL sens C8 17.6, TLR9-MyD88 block -5.1, NOD2-RIPK2 inh -3.0, LMP1 NFkB inh -5.4, SRC3 inh 11.1, LRH-1 inv ag -1.7, NR2F2 inh 0.7 and TWEAK-Fn14 inh 1.1.
`Brc1ccc(-c2cn3cccnc3n2)cc1` gave NCOA2 inhibitor -59.0, TROY signal inh -36.6, SRC1 inh -64.6, TRAIL sens C8 0.0, TLR9-MyD88 block 2.3, NOD2-RIPK2 inh -1.3, LMP1 NFkB inh -36.5, SRC3 inh -52.0, LRH-1 inv ag -92.0, NR2F2 inh -41.7 and TWEAK-Fn14 inh -2.4.
For COc1ccccc1OCCCCN1CCN(c2ccccc2OC)CC1 the results were NCOA2 inhibitor -4.5, TROY signal inh 8.4, SRC1 inh 12.0, TRAIL sens C8 17.7, TLR9-MyD88 block -4.2, NOD2-RIPK2 inh 9.2, LMP1 NFkB inh 9.5, SRC3 inh 5.3, LRH-1 inv ag 12.9, NR2F2 inh 6.2 and TWEAK-Fn14 inh 9.0.
`Nc1nc2nonc2nc1N` gave NCOA2 inhibitor -6.9, TROY signal inh -0.5, SRC1 inh -5.0, TRAIL sens C8 -7.9, NOD2-RIPK2 inh -2.0, SRC3 inh -13.1, LRH-1 inv ag -21.2, NR2F2 inh -8.8 and TWEAK-Fn14 inh 4.3.
Screening CCN(CCCNC(=O)c1ccc2c(c1)NC(=O)CN2C)c1cccc(C)c1 returned NCOA2 inhibitor 8.2, TROY signal inh 71.7*, SRC1 inh 16.2, TRAIL sens C8 10.8, TLR9-MyD88 block -6.7, NOD2-RIPK2 inh -1.8, LMP1 NFkB inh -6.2, SRC3 inh 41.3, LRH-1 inv ag -6.6, NR2F2 inh 19.1 and TWEAK-Fn14 inh 82.5*.
COc1ccc(N=Cc2c[nH][nH]c2=O)cc1 was read as NCOA2 inhibitor -32.3, TROY signal inh -20.9, SRC1 inh -3.8, TRAIL sens C8 4.4, TLR9-MyD88 block -1.2, NOD2-RIPK2 inh -3.7, LMP1 NFkB inh -6.5, SRC3 inh 13.6, LRH-1 inv ag 20.6, NR2F2 inh 3.1 and TWEAK-Fn14 inh -10.9.
For COCCNC(=S)N1C2CCC1CC(NC(=O)NC13CC4CC(CC(C4)C1)C3)C2 (centres undefined) the results were NCOA2 inhibitor -3.6, TROY signal inh -1.4, SRC1 inh -1.9, TRAIL sens C8 8.0, TLR9-MyD88 block 2.5, NOD2-RIPK2 inh -11.1, LMP1 NFkB inh -19.0, SRC3 inh -2.2, LRH-1 inv ag 6.2, NR2F2 inh -9.5 and TWEAK-Fn14 inh 9.0.
COc1cc(NS(=O)(=O)c2ccc(NC(=S)NC(=O)c3ccc(F)c(F)c3)cc2)nc(OC)n1 was read as NCOA2 inhibitor -28.0, TROY signal inh -16.3, SRC1 inh -19.3, TRAIL sens C8 2.7, TLR9-MyD88 block -5.7, NOD2-RIPK2 inh -1.9, LMP1 NFkB inh 4.2, SRC3 inh 4.0, LRH-1 inv ag -5.8, NR2F2 inh 7.7 and TWEAK-Fn14 inh -14.5.
`CN1CCN(c2nc(-c3ccccn3)nc3ccccc23)CC1` gave NCOA2 inhibitor -5.9, TROY signal inh -22.0, SRC1 inh -47.3, TRAIL sens C8 5.3, TLR9-MyD88 block -8.2, NOD2-RIPK2 inh 0.4, LMP1 NFkB inh -4.6, SRC3 inh 13.7, LRH-1 inv ag 0.9, NR2F2 inh -3.0 and TWEAK-Fn14 inh 0.9.
For Cc1cc(C)cc(C(=O)Oc2coc(CSc3nnc(NC(=O)C4CC4)s3)cc2=O)c1 the results were NCOA2 inhibitor 4.0, TROY signal inh 39.2, SRC1 inh -8.2, TRAIL sens C8 9.1, TLR9-MyD88 block -2.5, NOD2-RIPK2 inh 6.0, LMP1 NFkB inh 5.5, SRC3 inh 20.4, LRH-1 inv ag -7.6, NR2F2 inh 1.3 and TWEAK-Fn14 inh 25.4.
Cc1ccc2nsnc2c1NC(=O)COc1ccccc1 was read as NCOA2 inhibitor -25.0, TROY signal inh 10.0, SRC1 inh -20.1, TRAIL sens C8 4.3, TLR9-MyD88 block 6.4, NOD2-RIPK2 inh 2.8, LMP1 NFkB inh 1.8, SRC3 inh 6.2, LRH-1 inv ag -19.4, NR2F2 inh -12.3 and TWEAK-Fn14 inh 18.6.
Screening CCOc1ccccc1Nc1ccc(C(=O)O)cc1NC(C)=O returned NCOA2 inhibitor 14.3, TROY signal inh -3.0, SRC1 inh 7.0, TRAIL sens C8 5.0, TLR9-MyD88 block -2.2, NOD2-RIPK2 inh -2.0, LMP1 NFkB inh 2.9, SRC3 inh 16.6, LRH-1 inv ag -2.1, NR2F2 inh -1.3 and TWEAK-Fn14 inh 3.0.
Screening CC1(C)Oc2ccc(C(=O)NC3CCCC3)cc2N(CC(=O)N2CCOCC2)C1=O returned NCOA2 inhibitor 24.3, TROY signal inh -6.5, SRC1 inh 7.1, TRAIL sens C8 2.6, TLR9-MyD88 block -7.2, NOD2-RIPK2 inh -1.4, LMP1 NFkB inh 7.0, SRC3 inh 3.6, LRH-1 inv ag -19.5, NR2F2 inh -11.1 and TWEAK-Fn14 inh -15.2.
Screening Cc1ccc(S(=O)(=O)N(C)C)cc1NC(=O)COC(=O)COc1ccc2c(C)cc(=O)oc2c1 returned NCOA2 inhibitor 9.8, TROY signal inh -1.5, SRC1 inh -3.1, TRAIL sens C8 -16.7, TLR9-MyD88 block -2.7, NOD2-RIPK2 inh -1.2, LMP1 NFkB inh -5.6, SRC3 inh 16.8, LRH-1 inv ag 13.3, NR2F2 inh -2.5 and TWEAK-Fn14 inh -17.3.
Screening COc1cccc(C(C)(O)c2nc(-c3ccc(F)cc3OC)cs2)c1 (centres undefined) returned NCOA2 inhibitor 3.6, TROY signal inh 5.7, SRC1 inh -3.8, TRAIL sens C8 -9.9, NOD2-RIPK2 inh -17.8, SRC3 inh -11.6, LRH-1 inv ag 0.9, NR2F2 inh 1.0 and TWEAK-Fn14 inh -16.3.
For O=P(OCC1CC1)(c1ccccc1)c1ccccc1 the results were NCOA2 inhibitor -2.4, TROY signal inh -9.7, SRC1 inh -11.3, TRAIL sens C8 3.7, TLR9-MyD88 block 2.9, NOD2-RIPK2 inh -11.8, LMP1 NFkB inh 3.4, SRC3 inh 9.0, LRH-1 inv ag -1.0, NR2F2 inh 4.5 and TWEAK-Fn14 inh -5.6.
For COc1ccccc1N1CCN(C(=O)c2ccncc2)CC1 the results were NCOA2 inhibitor 6.0, TROY signal inh -4.9, SRC1 inh -5.3, TRAIL sens C8 -3.2, TLR9-MyD88 block 8.0, NOD2-RIPK2 inh -3.8, LMP1 NFkB inh -8.5, SRC3 inh -12.3, LRH-1 inv ag 7.9, NR2F2 inh -16.4 and TWEAK-Fn14 inh -4.0.
`CC1CCCCC1NC(=O)c1cccc(N2C(=O)C3C4C=CC(C4)C3C2=O)c1` (centres undefined) gave NCOA2 inhibitor 22.4, TROY signal inh 9.2, SRC1 inh 16.8, TRAIL sens C8 -4.6, TLR9-MyD88 block -4.5, NOD2-RIPK2 inh -4.5, LMP1 NFkB inh 9.9, SRC3 inh 17.9, LRH-1 inv ag 18.8, NR2F2 inh 11.0 and TWEAK-Fn14 inh 19.3.
`CCOc1cc(N2CCOCC2)c(OCC)cc1NC(=O)COC(=O)CCn1c(C)csc1=O` gave NCOA2 inhibitor -6.1, TROY signal inh -9.6, SRC1 inh -9.4, TRAIL sens C8 12.7, TLR9-MyD88 block -9.2, NOD2-RIPK2 inh -13.1, LMP1 NFkB inh 9.9, SRC3 inh 4.4, LRH-1 inv ag 18.7, NR2F2 inh 13.8 and TWEAK-Fn14 inh -1.3.
Screening COC(=O)[C@@]1(Cc2ccc(F)cc2)[C@H]2c3cc(C(=O)N(C)C)n(C[C@H](O)CO)c3C[C@H]2CN1C(=O)c1ccccc1 returned NCOA2 inhibitor 5.2, TROY signal inh -1.0, SRC1 inh -18.8, TRAIL sens C8 -19.8, TLR9-MyD88 block 7.8, NOD2-RIPK2 inh 2.6, LMP1 NFkB inh 1.9, SRC3 inh -3.7, LRH-1 inv ag 11.4, NR2F2 inh -7.8 and TWEAK-Fn14 inh 6.6.
For Cc1ccccc1S(=O)(=O)/N=C(/c1ccccc1)N(C)C the results were NCOA2 inhibitor -28.1, TROY signal inh -4.7, SRC1 inh -53.7, TRAIL sens C8 0.3, TLR9-MyD88 block 5.4, NOD2-RIPK2 inh -7.9, LMP1 NFkB inh -3.5, SRC3 inh -22.4, LRH-1 inv ag -1.8, NR2F2 inh 9.8 and TWEAK-Fn14 inh 0.2.
`O=C(c1cccs1)N1N=C(c2ccccc2)CC1c1ccccc1` (centres undefined) gave NCOA2 inhibitor 11.3, TROY signal inh 4.0, SRC1 inh 5.1, TRAIL sens C8 -2.1, TLR9-MyD88 block -5.9, NOD2-RIPK2 inh 4.9, LMP1 NFkB inh -2.5, SRC3 inh 10.3, LRH-1 inv ag 2.2, NR2F2 inh -11.8 and TWEAK-Fn14 inh 9.2.
